From PubChem BioAssay
Keap1 Nrf2 FP: inhibitors of human Keap1-Nrf2 protein-protein interaction; Keap1 Kelch-Nrf2 peptide fluorescence polarization, 1536-well; 340,000 compounds, 0.15% hits; Q14145; inhibition, % at 9.4 µM; AID 504523; in the data active means inhibition above about 12%;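 further: human Keap1 Kelch domain with fluorescein labeled Nrf2 9mer peptide probe; 0% = neutral control wells and 100% = peptide positive control; higher means more block of Keap1 binding to Nrf2 peptide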
C-LANA FP: KSHV C-LANA DNA binding inhibition | 340,000 compounds, 0.078% hits | inhibition, % at 9 µM | MBP-C-LANA/FAM-LBS DNA binding, fluorescence polarization | AID 504423;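 active means highest replicate inhibition at or above 60% at 9 µM, even if other replicates fall short; inactive means all replicates below 60% inhibition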;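 further: 0% = neutral control wells and 100% = 4 µM acridine orange control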
SR-BI HDL uptake: mouse SR-BI HDL lipid transfer inhibition. 320,000 compounds, 0.96% hits. Q61009. ldlA[mSR-BI] CHO cells, DiI-HDL uptake fluorescence, 3 h. inhibition, % at 12.5 µM;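 active means mean replicate inhibition of at least 70% and a set share of replicates each scoring 70 or more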;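 further: 0% = median of neutral control wells and 100% = median of positive control wells; values of inactives mirror those of a sister screen read the other way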
Arrestin-AP2 inh: blocks beta-arrestin peptide binding to AP2 adaptin; inhibition, % at 10 µM; AID 504490; FITC-arrestin peptide / GST-AP2 beads, flow cytometry; AP2 beta2 appendage carries R879A mutation; 340,000 compounds, 0.31% hits;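 active means inhibition above a set limit, near 3 SD of compounds lacking own fluorescence, cut at about 54% in these data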;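 further: plate controls were DMSO wells for no effect and 5 µM unlabelled arrestin peptide for full effect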
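Measured by: flow cytometry, FL1 (488/535 nm); Material: AP2 appendage R879A on GSH beads; Evaluation: percent response; Timing: pre-incubation 12 min, peptide binding 1 h, room temperature; Also added: 50 nM FITC-arrestin peptide; Medium: PBS with 0.05% Tween 20 and 0.1% BSA.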
NSD2 inh: inhibitors of human histone methyltransferase NSD2; O96028; AID 743445; 310,000 compounds, 0.54% hits; inhibition, % at 12.5 µM; NSD2 peptide methylation, AlphaScreen, 120 min; in the data active means inhibition above about 50%
SR-BI uptake up: SR-BI HDL lipid transfer activation; CHO ldlA[mSR-BI] cells, DiI-HDL uptake fluorescence, 3 h; 100 = double the neutral-control signal; activation, % at 12.5 µM; 320,000 compounds, 0.096% hits;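 active means mean replicate activation of at least 60% and every replicate at or above 60%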;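 further: 0% = median plate neutral-control signal and 100% = twice that signal; values of inactives mirror those of a sister screen read the other way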
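System: CHO ldlA[mSR-BI] cells / Medium: HEPES-buffered (25 mM, pH 7.4) F12 plus 0.5% BSA / Probe or stimulus: labelled HDL, 10 µg/mL / Doses: single compound concentration, delivered by pin transfer / Schedule: 3 h, 37 °C / Measured by: DiI fluorescence, bottom read / Measure: cell-associated DiI fluorescence as measure of HDL uptake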
PKA-R2B act: PKA-R2B complex activation; AID 504700; P22694+P31323; 340,000 compounds, 0.079% hits; PKA-R2B holoenzyme dissociation, Cy5-IP20 fluorescence polarization; R2B truncated from residue 108, S112A mutant; 0% DMSO only, 100% 113 µM cGMP; activation, % at 11.4 µM;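 active means activation above a cutoff set at the mean over all compounds plus 3 SD, cut at about 18% in these data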;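 further: higher means more holoenzyme dissociation and a rise in polarization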
Cardiac RTF inh: cardiac RTF calcium desensitization | 340,000 compounds, 0.12% hits | AID 493244 | inhibition, % at 7.15 µM | IANBD-labeled cardiac RTF, Ca2+ fluorescence;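 active means inhibition above the mean inhibition of all tested compounds plus 3 SD, cut at about 17% in these data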;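 further: assay run at fixed EC70 calcium of 1.6 mM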
PvdQ acylase: P. aeruginosa PvdQ acylase inhibition | 340,000 compounds, 0.063% hits | inhibition, % at 10 µM | AID 488965 | purified PvdQ acylase, fluorescence plate reader; in the data active means inhibition above about 30%, passing the limit was not always enough;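 further: 0% = vehicle neutral wells and 100% = reference inhibitor wells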
DAGLB inh: diacylglycerol lipase beta (human) inhibition; Q8NCG7; HEK293T DAGLB membrane lysate, EnzChek fluorogenic substrate; inhibition, % at 5.17 µM; 340,000 compounds, 0.059% hits; in the data active means inhibition above about 34%;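 further: 0% = enzyme with vehicle and 100% = wells lacking enzyme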
Target sequence (Q8NCG7 whole entry, looked up): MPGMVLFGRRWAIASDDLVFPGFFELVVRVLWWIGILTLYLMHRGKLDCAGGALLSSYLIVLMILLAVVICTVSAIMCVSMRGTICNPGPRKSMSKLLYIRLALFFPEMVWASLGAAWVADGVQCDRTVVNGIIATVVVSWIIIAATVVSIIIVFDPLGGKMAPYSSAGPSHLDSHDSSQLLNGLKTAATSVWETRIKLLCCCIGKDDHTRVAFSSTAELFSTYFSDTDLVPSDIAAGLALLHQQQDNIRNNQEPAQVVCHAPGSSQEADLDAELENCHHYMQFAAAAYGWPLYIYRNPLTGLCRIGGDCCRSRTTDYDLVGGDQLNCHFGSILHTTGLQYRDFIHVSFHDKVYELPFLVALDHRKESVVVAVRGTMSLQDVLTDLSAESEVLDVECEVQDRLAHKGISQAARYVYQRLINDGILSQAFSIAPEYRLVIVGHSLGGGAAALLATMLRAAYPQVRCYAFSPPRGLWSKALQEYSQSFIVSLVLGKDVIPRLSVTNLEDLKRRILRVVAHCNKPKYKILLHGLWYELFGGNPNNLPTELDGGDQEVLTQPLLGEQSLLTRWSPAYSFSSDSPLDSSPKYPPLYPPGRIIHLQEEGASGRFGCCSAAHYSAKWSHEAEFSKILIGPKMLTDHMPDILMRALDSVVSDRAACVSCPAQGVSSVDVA
An asterisk follows results filed as active; nt = no result given.

SMILES	Keap1 Nrf2 FP	C-LANA FP	SR-BI HDL uptake	Arrestin-AP2 inh	NSD2 inh	SR-BI uptake up	PKA-R2B act	Cardiac RTF inh	PvdQ acylase	DAGLB inh
CCCNC(=O)NC(=O)CSc1ccc(C)cc1C	0	-0.2	-6	-1	-3	6	0	-2	-5	0
O=S(=O)(c1ccccc1)N1CCN(CCO)CC1	1	0.0	-8	-1	0	8	3	-7	-13	-1
COc1ccc(-c2nc(N)n(C(=O)c3cccs3)n2)cc1	-1	-0.3	-4	15	0	4	-5	-11	-2	-1
COC(=O)CC1C(=O)NCCN1C(=O)c1c(F)cccc1F (centres undefined)	-6	1.5	nt	1	-4	nt	0	1	-7	2
Cn1cnnc1SCC(=O)NC1CCCN(Cc2ccc(Cl)cc2)C1 (centres undefined)	-5	1.2	-4	-5	-2	4	0	-2	2	-1
COc1ccc(/C(N)=N/OC(=O)c2ccc3c(c2)OCO3)cc1	-2	1.4	28	6	1	-28	0	-1	-5	-3
O=C(CC1c2ccccc2Oc2ccccc21)N1CCN(c2ccccn2)CC1	-1	0.3	0	-6	1	0	0	-2	-8	1
COc1ccc(C(=O)NCC(=O)OCC(=O)NCc2ccc3c(c2)OCO3)cc1	0	3.9	4	-13	-2	-4	-8	-4	-8	0
COc1cccc2c(=O)c(C(=O)NCc3cccs3)c[nH]c12	-4	6.9	7	-2	nt	-7	-3	-6	12	0
CC(C)C[C@H](NC(=O)c1nc[nH]c1C(=O)N1CCc2ccccc2C1)C(=O)OCc1ccccc1	-3	-1.2	9	12	nt	-9	-15	2	-6	-5
Cc1ccc(NC(=O)CSc2nnc(COc3ccccc3C)o2)cc1	1	-0.1	-11	39	-2	11	-2	-3	0	-5
COc1ccc(C(=O)NN2CCCCC2)cc1OC	-1	1.1	-22	5	-10	22	3	-10	-3	3
CCOc1ccc(N(CC(=O)NC2CCCCC2)C(=O)CCC(=O)Nc2nccs2)cc1	2	1.5	nt	-17	7	nt	15	-3	-10	0
O=[N+]([O-])c1ccc(Cl)cc1CNc1ccc(F)c(F)c1	0	1.2	-4	13	1	4	-4	0	-3	3
COc1cc(C(c2c(C)[nH][nH]c2=O)c2c(C)[nH][nH]c2=O)cc(Br)c1OC	2	1.5	-6	6	6	6	-7	-11	-15	-4
CC(C)CCn1nnnc1CN1CCN(c2ccc(F)cc2)CC1	-2	0.6	7	40	-3	-7	-6	-3	-1	-3
Cc1cc(=O)[nH]c(-n2nc(C)c(Oc3ccccc3O)c2C)n1	1	-0.8	-2	25	-1	2	7	0	0	-3
CCN1CCN(C/C(C)=C/c2ccccc2)CC1	-2	0.3	-9	-12	1	9	-6	-5	-11	1
COc1cccc(C(N)=O)c1OC(=O)Cc1ccccc1F	2	2.9	-28	-2	-1	28	0	-8	-7	-2
O=C(COc1ccccc1Cc1ccccc1)NCCCN1CCOCC1	3	26	-21	-5	5	21	-5	-16	-10	3
CCOc1ccc(N2C(=O)CC(NCc3ccc(F)cc3)C2=O)cc1 (centres undefined)	0	1.8	-17	29	2	17	0	-3	-1	-3
Cc1c(-c2ccccc2)oc2c(C(=O)N3CCN(c4ccccc4F)CC3)cccc2c1=O	3	-1.2	45	3	0	-45	2	-8	-5	-5
CCC(=O)Nc1cccc(-c2nnc(-c3cccc(NC(=O)CC)c3)o2)c1	-3	0.5	24	-4	1	-24	-11	-54	-5	2
COc1ccc(C(=O)N2CC(=O)Nc3ccc(F)cc3C2c2ccccc2)cc1 (centres undefined)	-5	1.1	0	3	-1	0	-7	2	-20	-2
O=[N+]([O-])c1ccccc1N/N=C/c1cc2ccccc2nc1Cl	-1	0.4	0	9	nt	0	-8	-1	-13	1
O=C(Nc1nnc(-c2ccncc2)s1)C1CCCO1 (centres undefined)	-4	-5.5	-17	9	nt	17	1	-8	10	-2
COCCn1c(SCC(=O)Nc2cccnc2Cl)nc2ccccc2c1=O	6	-0.1	3	-5	-3	-3	-1	-2	-7	-4
Cc1ccc(-c2nc3cccnc3s2)cc1NS(=O)(=O)c1cccs1	-5	-1.8	5	1	nt	-5	0	-2	-1	-1
Cc1ccc2nc(NC(=O)c3ccc(S(=O)(=O)N4CCCc5ccccc54)cc3)sc2c1	-8	2.0	53	-3	-2	-53	1	3	-14	-5
COc1ccccc1C(=O)NC(=O)COC(=O)CN1C(=O)NC(C)(C)C1=O	-2	-0.6	-19	-4	-1	19	-4	1	-2	4
CCOCCCNC(=O)C1(O)c2ccccc2NC(=O)N1c1ccc(Cl)cc1 (centres undefined)	-3	-0.8	-12	9	8	12	7	-2	-10	-2
CN1CCC(N(C)C(=O)c2cc(S(=O)(=O)N(C)c3ccccc3)ccc2Cl)CC1	-3	1.5	-27	10	5	nt	11	-5	-9	0
CN(C)S(=O)(=O)c1cccc(C(=O)Nc2ccccc2[N+](=O)[O-])c1	-2	0.5	-5	3	4	5	3	-13	-10	1
CCN(CC)CCN1C(=O)C(=O)/C(=C(/O)c2ccc(OC(C)C)cc2)C1c1cccs1 (centres undefined)	0	1.1	-17	-3	18	17	1	-2	-2	-4
C=CCNC(=S)/N=c1/ccccn1Cc1ccccc1	-6	-1.2	2	32	5	-2	2	-3	-2	-1
CC(=O)OCc1c(COC(C)=O)[n+](=O)c2ccccc2n1[O-]	-4	2.0	-6	-6	0	6	2	4	-8	1
CCOC(=O)Cc1nnc(NC(=O)C2CCCCC2)s1	-4	0.2	-19	4	2	19	-8	-8	-10	0
Cc1cc(N2CCOCC2)nc(-c2ccccc2O)n1	3	-0.8	51	-76	-3	-51	-8	-3	-2	-5
O=C(Nc1ccc(Br)cc1)c1cc2ccccn2n1	0	0.8	-19	-8	-2	19	-10	3	-9	-4
O=C(Nc1nc(-c2ccc(Cl)s2)cs1)c1ccccc1	-3	0.9	33	-6	-1	-33	-22	2	-14	-22

For convenience, 13 of the compounds above.
SMILES	Keap1 Nrf2 FP	C-LANA FP	SR-BI HDL uptake	Arrestin-AP2 inh	NSD2 inh	SR-BI uptake up	PKA-R2B act	Cardiac RTF inh	PvdQ acylase	DAGLB inh
O=[N+]([O-])c1ccccc1N/N=C/c1cc2ccccc2nc1Cl	-1	0.4	0	9	nt	0	-8	-1	-13	1
O=C(Nc1nnc(-c2ccncc2)s1)C1CCCO1 (centres undefined)	-4	-5.5	-17	9	nt	17	1	-8	10	-2
COCCn1c(SCC(=O)Nc2cccnc2Cl)nc2ccccc2c1=O	6	-0.1	3	-5	-3	-3	-1	-2	-7	-4
Cc1ccc(-c2nc3cccnc3s2)cc1NS(=O)(=O)c1cccs1	-5	-1.8	5	1	nt	-5	0	-2	-1	-1
Cc1ccc2nc(NC(=O)c3ccc(S(=O)(=O)N4CCCc5ccccc54)cc3)sc2c1	-8	2.0	53	-3	-2	-53	1	3	-14	-5
COc1ccccc1C(=O)NC(=O)COC(=O)CN1C(=O)NC(C)(C)C1=O	-2	-0.6	-19	-4	-1	19	-4	1	-2	4
CCOCCCNC(=O)C1(O)c2ccccc2NC(=O)N1c1ccc(Cl)cc1 (centres undefined)	-3	-0.8	-12	9	8	12	7	-2	-10	-2
CN1CCC(N(C)C(=O)c2cc(S(=O)(=O)N(C)c3ccccc3)ccc2Cl)CC1	-3	1.5	-27	10	5	nt	11	-5	-9	0
CN(C)S(=O)(=O)c1cccc(C(=O)Nc2ccccc2[N+](=O)[O-])c1	-2	0.5	-5	3	4	5	3	-13	-10	1
CCN(CC)CCN1C(=O)C(=O)/C(=C(/O)c2ccc(OC(C)C)cc2)C1c1cccs1 (centres undefined)	0	1.1	-17	-3	18	17	1	-2	-2	-4
C=CCNC(=S)/N=c1/ccccn1Cc1ccccc1	-6	-1.2	2	32	5	-2	2	-3	-2	-1
CC(=O)OCc1c(COC(C)=O)[n+](=O)c2ccccc2n1[O-]	-4	2.0	-6	-6	0	6	2	4	-8	1
CCOC(=O)Cc1nnc(NC(=O)C2CCCCC2)s1	-4	0.2	-19	4	2	19	-8	-8	-10	0

The list continues.
SMILES	Keap1 Nrf2 FP	C-LANA FP	SR-BI HDL uptake	Arrestin-AP2 inh	NSD2 inh	SR-BI uptake up	PKA-R2B act	Cardiac RTF inh	PvdQ acylase	DAGLB inh
COc1ccc(CNC(=O)CCc2c(C)nc3ncnn3c2C)cc1	0	0.5	-12	40	-1	12	1	-1	-5	0
Cc1ccccc1C(=O)Nc1ccnn1C1CCN(Cc2c(C)n(C)c3ccccc23)CC1	-3	-1.2	26	7	nt	-26	-9	-1	-6	4
O=[N+]([O-])c1cccc(/C=N/Nc2cc(Cl)nc(-c3ccccc3)n2)c1	-2	1.6	74*	-3	-2	-74	3	-4	-10	2
CCc1cccc(C)c1NC(=O)c1cc(C)oc1C	-2	1.2	-10	0	-4	10	-7	-22	-7	0
Cn1c(Cn2c(=O)sc3ccccc32)nnc1SCc1ccccc1	3	-0.3	-2	8	nt	2	1	-3	-13	0
O=C(Nc1cc(C(F)(F)F)ccc1Cl)C(Sc1n[nH]c(=O)[nH]c1=O)c1ccccc1 (centres undefined)	0	1.7	-20	-8	1	20	-4	-2	-2	7
COc1ccc(CN(C)S(=O)(=O)c2nnc(NC(=O)c3ccccc3OC)s2)cc1OC	-4	-1.0	9	2	-3	-9	-3	-9	10	0
Cc1cc(=O)oc2c3c(cc(OCC(=O)N[C@@H](CC(C)C)C(=O)O)c12)OC(C)(C)CC3	-7	1.0	9	1	24	-9	-3	-6	-29	1
CC1CCCCN1C(=O)Cn1cc(C(=O)c2ccco2)c2ccccc21 (centres undefined)	1	-0.2	11	-2	0	-11	-3	2	-10	-4
Cc1ccc(CN(C)CC(=O)NC(C)c2ccccc2)cc1 (centres undefined)	-4	-1.5	nt	-1	2	nt	2	-13	-4	-1
NC(=O)c1ccsc1NC(=O)COC(=O)/C=C/c1ccccc1	1	-0.8	17	8	-1	-17	-4	-2	-8	1
CCOC(=O)C1CCN(C(=O)/C=C/c2ccccc2OC)CC1	2	-0.3	17	4	2	-17	0	-3	11	-6
CCCCn1c(SCC(=O)Nc2cccc(C)n2)nnc1-c1ccco1	2	0.3	-2	-1	21	2	-2	1	-6	0
COc1ccc(CC(=O)Nc2ccc(F)c(Cl)c2)cc1S(=O)(=O)N1CCOCC1	0	-0.9	8	31	-8	-8	0	1	0	-2
